Compound activity as filed in PubChem.
Exocytosis inh – lytic granule exocytosis inhibition. TALL-104 LAMP-1 surface exposure, flow cytometry; cells stimulated with thapsigargin and PMA. inhibition, % at 10 µM. actives 0.66% (n = 360,000). AID 651702;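 active = inhibition above about 55%, limit read from the data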
CaV13 FRET inh – Primary screen for inhibitors of IQ motif and Ca2+-dependent inactivation inhibitor domain binding in CACNA1D, Förster resonance energy transfer in living cells, …; HEK cells, CFP/YFP FRET ICDI-IQ, plate reader, 10 min; percent FRET-ratio fall versus neutral wells; inhibition, % at 12.3 µM; actives 0.098% (n = 340,000);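 active = mean replicate inhibition of at least 30% and at least 1% of replicates passing that level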;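 also: 0% = median of the neutral control wells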
ABHD5 PLIN5 PPI – ABHD5-PLIN5 protein interaction inhibition; inhibition, % at 4 µM; Split G. princeps luciferase complementation, luminescence, 4 h; actives 0.78% (n = 360,000);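 active = inhibition above the mean inhibition across every tested compound plus 3 SD, cut at about 22% in these data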;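 also: 0% = DMSO only wells and the 100% control is not disclosed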
MC4R antagonist – blocks human MC4R cAMP signaling; P32245; MC4R-expressing cells, MTII-stimulated cAMP, LANCE TR-FRET; inhibition, % at 6.5 µM; actives 0.48% (n = 360,000); AID 540295;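 active = inhibition above its plate's cutoff, the mean of tested wells on that plate plus 3 SD, cut at about 29% in these data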;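 also: 0% = Melanotan II alone and 100% = Melanotan II plus saturating MCL0020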
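Assay system: U2OS cells stably expressing human melanocortin 4 receptor (MC4R) / Dosing: 6.5 µM / Timing: compound 30 min, challenge 1 h, detection 1 h / Measured by: Eu-cAMP/anti-cAMP TR-FRET, emission 671 nm / Replicates: singlicate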
m5-HT2A agonist – agonists of mouse serotonin 5-HT2A receptor (HTR2A); P35363; CHO-K1 mHTR2A beta-arrestin complementation, luminescence; percent of 30 µM serotonin response; activation, % at 7.6 µM; actives 0.66% (n = 360,000); AID 624169;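 active = activation above a run cutoff, the mean activation of all tested compounds plus 3 SD, cut at about 14% in these data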;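 also: 0% = plate median of compound wells and 100% = 30 µM serotonin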
Target sequence (P35363 whole entry, looked up): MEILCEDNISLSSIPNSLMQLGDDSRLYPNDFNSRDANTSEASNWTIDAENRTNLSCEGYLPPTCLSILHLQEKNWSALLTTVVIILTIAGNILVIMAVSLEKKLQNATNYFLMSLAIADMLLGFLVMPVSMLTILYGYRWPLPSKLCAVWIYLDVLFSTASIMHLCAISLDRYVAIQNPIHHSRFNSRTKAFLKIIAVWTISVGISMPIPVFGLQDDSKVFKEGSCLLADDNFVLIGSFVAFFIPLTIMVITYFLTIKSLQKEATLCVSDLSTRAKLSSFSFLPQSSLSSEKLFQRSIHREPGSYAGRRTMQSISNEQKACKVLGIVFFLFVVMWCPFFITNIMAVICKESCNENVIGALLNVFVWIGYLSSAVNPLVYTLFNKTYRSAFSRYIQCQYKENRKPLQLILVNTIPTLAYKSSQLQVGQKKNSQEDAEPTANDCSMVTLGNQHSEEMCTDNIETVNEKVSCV
Cardio protect – modulators protecting cardiomyocytes from myocardial damage; H9c2 cardiomyocytes, H2O2 injury protection, ATPLite, 2 h; protection from H2O2 cell death, % at 20 µM; actives 0.63% (n = 360,000); AID 588492;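 active = compounds giving at least 50% protection of heart cells from peroxide-induced death in the single-dose screen, raw or plate-pattern-corrected value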;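 also: 0% = DMSO wells with peroxide and 100% = DMSO wells without peroxide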
Glyco luc inh – N-linked glycosylation inhibition; actives 0.23% (n = 360,000); D54 ERlucT glycosylation luciferase reporter, 24 h; percent of 100 nM tunicamycin response; AID 588692; reporter increase, % at 12.5 µM;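 active = mean luciferase reporter signal, scaled so untreated is 0 and the glycosylation-blocking control 100, at or above a set limit in every replicate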;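 also: luciferase carries N-glycosylation sites so blocking glycosylation raises the light; 0% = median of neutral control wells and 100% = median of 100 nM tunicamycin wells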
MC4R ag barr – human MC4R agonism via beta-arrestin. activation, % at 8.9 µM. U2OS MC4R beta-arrestin complementation, luminescence; percent of melanotan II response, DMSO zero. P32245. actives 0.98% (n = 360,000);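 active = activation above a per-plate cutoff, the mean activation of sample wells on that plate plus 3 SD, cut at about 8% in these data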
ABCB6 inh MLPCN – inhibitors of human ABC transporter ABCB6; Q9NP58; K562-ABCB6 porphyrin accumulation, flow cytometry, 1 h; hits give low values; fluorescence ratio to DMSO, % at 10 µM; actives 0.19% (n = 360,000); AID 602162;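 active = fluorescence ratio to DMSO below 75%, the collection mean minus 3 SD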;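 also: signal is porphyrin accumulated inside mitochondria; 100% equals median channel fluorescence of DMSO control wells; lower ratio means ABCB6 inhibition with less porphyrin fluorescence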
PDI inh – blocks human protein disulfide isomerase activity; actives 0.052% (n = 350,000); P07237; PDI insulin aggregation turbidity, A650, 90 min; inhibition, % at 10 µM;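 active = mean inhibition across replicates of 30% or more, whatever share of single replicates reach that level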;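 also: absorbance from insulin aggregation driven by PDI reduction with DTT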
Target sequence (P07237 whole entry, looked up): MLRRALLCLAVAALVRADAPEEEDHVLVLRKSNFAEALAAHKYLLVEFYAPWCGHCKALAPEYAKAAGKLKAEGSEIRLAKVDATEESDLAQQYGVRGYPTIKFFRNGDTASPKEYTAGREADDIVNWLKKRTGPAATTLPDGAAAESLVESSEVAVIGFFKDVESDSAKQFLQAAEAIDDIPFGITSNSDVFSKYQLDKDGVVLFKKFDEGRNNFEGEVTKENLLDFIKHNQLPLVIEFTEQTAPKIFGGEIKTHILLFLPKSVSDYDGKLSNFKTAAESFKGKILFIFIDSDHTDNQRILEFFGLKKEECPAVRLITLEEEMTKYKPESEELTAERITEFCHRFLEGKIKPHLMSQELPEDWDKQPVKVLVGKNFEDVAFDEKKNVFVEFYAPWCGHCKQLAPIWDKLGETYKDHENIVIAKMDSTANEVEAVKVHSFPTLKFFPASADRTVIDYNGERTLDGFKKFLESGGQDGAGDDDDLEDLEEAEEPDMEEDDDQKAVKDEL
* hit, by the source's call; · = no result given. Compounds as they come; overall some 4.2% were active at least once.

Order of values: Exocytosis inh	CaV13 FRET inh	ABHD5 PLIN5 PPI	MC4R antagonist	m5-HT2A agonist	Cardio protect	Glyco luc inh	MC4R ag barr	ABCB6 inh MLPCN	PDI inh
CCC(C)[C@H]1COCCS(=O)(=O)N1Cc1ccccc1F (some centres not stated)
  -4.7	-4.5	5.3	5.0	-2.0	-0.9	2.0	-0.2	89.0	-6.7
COc1cc(/C=C2\SC(=S)N(CC(=O)Nc3ccc(O)cc3)C2=O)cc(OC)c1OC
  0.6	-5.3	9.4	1.6	-1.6	-11.1	2.2	1.6	92.0	2.2
Cc1cccc(NC(=O)CN(CC2CCCO2)C(=O)c2ccc(S(C)(=O)=O)cc2)c1C (configuration not stated)
  -1.3	-6.6	2.5	4.2	3.2	1.6	0.7	-2.5	96.0	-5.0
CC(C)c1c(C(=O)N/N=C/c2ccc(OCc3ccccc3)cc2)nnn1-c1nonc1N
  20.7	-6.1	-15.1	-1.2	-0.6	0.9	-0.3	14.1*	83.0	4.8
CCCN1CC(=O)N2Cc3[nH]c4ccccc4c3C[C@H]2C1=O
  2.1	-18.6	5.6	0.5	4.7	-3.0	1.2	-0.6	98.0	-5.9
Cc1ccc(S(=O)(=O)N2CCOCC2)cc1NC(=O)CSc1n[nH]c(N)n1
  -2.4	7.9	6.2	10.7	-3.3	1.1	1.3	-0.8	100.0	1.6
Cc1ccc(C(=O)C2=C(O)C(=O)N(CC3CCCO3)C2c2ccccc2F)o1 (configuration not stated)
  -17.0	-2.6	-0.1	13.4	2.9	-2.0	-0.3	-1.7	92.0	3.2
CCN(CC)S(=O)(=O)c1cc(C(=O)Nc2cccnc2)ccc1Cl
  -2.0	-4.8	-2.4	0.6	0.4	2.2	-0.7	-1.3	97.0	5.4
CCCCOc1c(Br)cc(/C=N/O)cc1OCC
  3.8	-4.1	-19.8	-10.8	6.5	-6.7	-2.9	2.5	93.0	-0.2
COc1cc2ncnc(NCc3ccc(Cl)cc3)c2cc1OC
  5.7	-4.0	-3.8	-4.6	2.6	-7.8	5.7	-2.9	87.0	-0.6
Cc1cc(C)cc(OCC(=O)Nc2cccc(C(=O)O)c2)c1
  -1.7	-4.4	3.6	1.4	4.6	-2.8	2.2	-1.8	92.0	2.5
O=C(NC1=NCCS1)C1CCN(S(=O)(=O)c2ccccc2C(F)(F)F)CC1
  -1.7	-2.5	5.1	6.6	9.1	0.8	0.2	-0.8	99.0	-3.0
O=[N+]([O-])c1ccc(S(=O)(=O)NCC2CCCO2)cc1 (configuration not stated)
  3.1	-4.7	0.5	3.9	-3.1	1.1	2.1	1.0	100.0	1.3
CCN(C(=O)COC(=O)CCCc1c[nH]c2ccccc12)c1c(N)n(Cc2ccccc2)c(=O)[nH]c1=O
  -3.6	-6.3	0.6	14.9	-15.1	1.0	-0.6	2.3	101.0	0.4
CCOc1ccc(C(=O)Nc2cc(=O)n(C)c(=O)n2C)cc1
  -2.0	-7.0	3.5	4.6	3.8	-0.7	1.0	-1.7	97.0	0.3
CS(=O)(=O)N1CCC(C(=O)N2CCN(c3ccc(F)cc3)CC2)CC1
  5.2	3.5	-0.5	10.5	-0.6	2.0	1.5	-1.9	102.0	-2.9
COCCCn1c(SCC(=O)Nc2ccc(C(C)=O)cc2)nc2ccccc2c1=O
  -1.8	-4.1	1.4	4.3	-1.0	9.3	5.2	-2.4	100.0	4.1
Cc1cccc(C(=O)NNC(=O)c2c(-c3ccccc3Cl)noc2C)c1O
  -5.0	-2.9	-6.5	6.9	-4.5	6.9	-1.3	-0.3	86.0	-5.7
C#CCOCCOCCOCCNc1nc(N2CCN(C(=O)[C@H](CCC(=O)O)n3cc(C(N)CC(C)C)nn3)CC2)nc(N2CCN(C(=O)[C@H](Cc3cc4ccccc4[nH]3)n3cc(C(N)[C@H](C)CC)nn3)CC2)n1 (some centres not stated)
  -8.3	·	·	·	·	·	0.9	·	99.0	14.3
COc1ccc(/C=C/C(=O)NC(C)CCc2ccccc2)cc1 (configuration not stated)
  -2.8	-5.3	-9.6	3.5	-2.9	-1.0	-3.5	-0.1	99.0	1.2
CCOc1cccc(/C=N/NC(=O)c2ccc3c(c2)OCCO3)c1O
  -1.8	-5.6	-4.0	16.2	-4.7	6.3	-5.0	-1.1	103.0	-1.1
COc1ccc2oc(C(=O)OCC(=O)NC(C)(C#N)C3CC3)c(C)c2c1 (configuration not stated)
  -8.3	-6.5	-7.0	16.9	4.9	-4.3	0.3	-2.6	96.0	0.4
COc1ccc(Nc2nnc(SCC(=O)N3CC(=O)Nc4ccccc43)s2)cc1
  -10.6	-2.8	-2.0	6.9	-1.2	-17.8	2.2	1.9	100.0	2.5
CC(C)CCNC(=O)c1cc(-c2ccncc2)nc2ccc(S(=O)(=O)N3CCOCC3)cc12
  5.8	-2.4	-2.2	2.5	1.8	10.0	2.5	-1.4	96.0	3.2
CNC(=O)c1[nH]nc2c1CCc1ccccc1-2
  2.3	-12.9	-1.0	11.1	-6.6	2.1	1.0	-1.5	90.0	1.4
O=C(NCc1cc(Cl)cc(Cl)c1)c1csc([C@@H]2O[C@H](CO)[C@H](O)[C@H](O)[C@H]2O)n1
  0.7	-10.7	3.9	-0.1	-0.2	3.3	-1.3	-0.4	100.0	-12.8
CCC1C(=O)N=C(SCC(=O)Nc2ccc(C(=O)OC)cc2)NC1=O (configuration not stated)
  2.2	-5.6	-1.7	-1.6	2.1	-5.0	1.6	0.0	99.0	-1.7
CCN(CC)C(=O)C1=C(C)N(Cc2ccccc2)C(=O)C(CC(=O)NCCCCc2ccccc2)C1 (configuration not stated)
  -2.3	-5.1	-4.0	5.7	-3.6	11.6	-0.4	2.2	96.0	3.9
Cc1c(CNCCc2ccc(Cl)cc2)c(C(=O)O)c(C)n1-c1ccccc1
  3.7	-3.8	-3.5	10.6	3.2	3.4	0.4	0.6	104.0	5.4
CC(=O)N(C)C[C@H]1Oc2cc(Br)ccc2S(=O)(=O)N([C@H](C)CO)C[C@@H]1C
  1.6	-5.4	15.6	8.6	2.3	6.2	2.1	0.5	99.0	1.0
COc1ccc(CCNC(=O)c2nn(C)cc2Cl)cc1
  4.9	-7.8	-3.3	-3.7	-2.7	-3.3	-1.5	-1.4	102.0	2.0
COc1cc(C(C(=O)NC2CCCCC2)N(C(=O)Cc2c[nH]c3ccccc23)c2ccc(C)cc2)cc(OC)c1OC (configuration not stated)
  -0.9	-3.6	-7.5	6.7	3.6	1.1	-4.3	-3.3	94.0	3.3
COCc1nnc(NC(=O)C2CC(=O)N(C3CCCC3)C2)s1 (configuration not stated)
  -3.5	-7.3	-5.7	9.4	6.5	1.5	-1.5	-0.4	96.0	7.2
Cc1ccc(N/C=C2\CCCCC2=O)c(C)c1
  0.3	-7.1	-5.2	5.1	0.6	-1.3	1.3	-1.8	97.0	-1.7
O=C(OCC(=O)N(CCc1ccccc1)Cc1ccccc1)c1cccc(S(=O)(=O)N2CCOCC2)c1
  -15.7	-3.7	14.9	13.6	-6.8	0.8	-0.7	-0.8	95.0	-2.8
Cc1cc(C)c(NC(=O)CS(=O)CC(=O)NC2CCCc3ccccc32)c(C)c1 (configuration not stated)
  -3.4	-8.3	-4.9	5.5	5.6	5.3	·	0.6	96.0	8.6
CC(=O)Nc1ccc(N2CC(C)(C)C2=O)cc1
  -0.2	2.5	-2.4	-3.3	1.3	10.3	0.5	-2.5	93.0	-4.6
CCOC(=O)c1c(C)c(C(=O)N2CCN(c3ccccc3)CC2)c(C)n1C
  -1.9	-4.2	-2.1	-4.4	-1.6	1.2	1.7	-1.9	99.0	-6.1
Cn1c(=O)c2c(SCC(=O)N3CCOCC3)nc(-c3ccccc3F)nc2n(C)c1=O
  -14.2	-6.7	1.1	0.8	6.3	27.1	-4.2	-4.7	96.0	-4.5
O=C(N/N=C/c1ccc(Br)s1)c1ccncc1
  -1.9	-3.9	-1.4	-1.2	-4.1	41.9	3.4	-3.5	93.0	1.5
CCc1cccc(NC(=O)CCc2c(C)nn(-c3ccc(N4CCOCC4)nn3)c2C)c1
  -7.7	-5.0	-9.6	7.8	-0.9	4.5	-0.6	-1.5	98.0	10.2
c1ccc(SCCCCN2CCOCC2)cc1
  -14.8	-2.0	4.5	21.8	-3.4	5.7	-1.4	-0.1	97.0	9.4
COc1ccc(NC(=O)CSc2nc3ccccc3c(=O)n2CCC(=O)N2CCCCC2)cc1
  -0.9	-5.7	0.8	2.4	-0.1	14.0	-2.4	3.5	96.0	4.5
Cc1ccc(S(=O)(=O)NCC(=O)OCC(=O)c2ccc(Br)s2)cc1
  -4.0	·	5.3	17.4	-0.8	2.0	0.8	-0.1	95.0	-1.3
COc1ccc(NC(=O)CSc2nnc(-c3cccc(O)c3)o2)cc1
  -8.6	-3.8	-13.2	9.4	4.2	-3.0	-0.7	0.4	100.0	3.1
Cc1ccc(-c2nnc3c4ccccc4c(C)nn23)cc1S(=O)(=O)N1CCN(C)CC1
  3.3	-5.1	-3.5	17.7	-3.6	42.6	-2.5	-1.4	98.0	-1.0
O=C(c1ccc(F)cc1)C1CCN(C(=S)Nc2ccccc2)CC1
  -0.6	-10.1	-3.8	14.2	-6.9	-9.4	-2.7	0.3	97.0	0.7
NC(=O)C1CCCN(CC(O)COCc2ccc(Cl)cc2)C1 (configuration not stated)
  -12.8	-3.0	5.2	1.9	-0.3	-5.4	1.5	1.4	93.0	7.9
CC[C@@H](C)[C@H](NC(=O)OC(C)(C)C)c1nnc(S(=O)(=O)Cc2cc(C)ccc2C)o1
  1.6	·	60.9*	22.0	-8.3	-39.7	-16.3	-3.0	100.0	2.2
COCc1cc(=O)n2[nH]c(-c3cccc(Br)c3)cc2n1
  -4.8	·	4.5	-1.6	-2.0	-8.4	4.3	-1.7	97.0	0.2
COc1ccccc1NC(=S)Nc1cccc2cnccc12
  5.3	-3.3	-23.2	1.8	-1.9	-11.7	6.9	-1.3	97.0	4.9
C=CC(=O)Nc1cccc(Nc2nc(N[C@H]3CC[C@H](N(C)C)CC3)nc3c2ncn3C(C)C)c1
  -4.8	·	5.4	-7.3	6.9	2.8	-13.6	0.6	102.0	9.1
COc1cccc(-n2nnc3c(=O)n(CC(=O)OCc4ccccc4)cnc32)c1
  -0.9	-8.5	5.4	2.7	-2.7	4.4	1.1	4.6	90.0	1.4

Single records (already shown). Order of values: Exocytosis inh, CaV13 FRET inh, ABHD5 PLIN5 PPI, MC4R antagonist, m5-HT2A agonist, Cardio protect, Glyco luc inh, MC4R ag barr, ABCB6 inh MLPCN, PDI inh
`NC(=O)C1CCCN(CC(O)COCc2ccc(Cl)cc2)C1` (configuration not stated) is listed as -12.8, -3.0, 5.2, 1.9, -0.3, -5.4, 1.5, 1.4, 93.0, 7.9
`COc1ccccc1NC(=S)Nc1cccc2cnccc12` is listed as 5.3, -3.3, -23.2, 1.8, -1.9, -11.7, 6.9, -1.3, 97.0, 4.9
